Source: PubChem (Broad Institute)
S100A4 MyoIIA: blocks human S100A4 binding to myosin IIA peptide. P26447. S100A4/TAMRA-MyoIIA peptide fluorescence polarization. inhibition, % at 10.7 µM. 360,000 compounds, 0.14% hits;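 active = mean inhibition of at least 70% across replicates, with every replicate also reaching that level; inconclusive = mean inhibition reaches 70% but some replicates fall short; inactive = mean inhibition below 70%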
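Material: human S100A4 monomer with TAMRA-labelled myosin IIA peptide; buffer or medium: HEPES pH 7.2 with CaCl2, KCl, NaCl, DTT, Triton; compound dosing: one concentration per compound; schedule: 5 min incubation before reading; benchmarks: neutral control DMSO, positive control TFP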
EWS-Fli inh: blocks EWS/Fli oncoprotein-driven transcription; 350,000 compounds, 0.67% hits; A673 NR0B1-luciferase reporter, viability-normalised; AID 651661; inhibition, % at 12.6 µM;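 active = mean inhibition of at least 50% after viability correction, with every replicate also passing that limit; inconclusive = mean reaches 50% but only one of two replicates passes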;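 note: firefly luciferase signal divided by Alamar Blue viability fluorescence both relative to DMSO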
FN deposit inh: fibronectin deposition inhibition; AH1F fibroblasts, Alexa488-fibronectin deposition fluorescence, overnight; 350,000 compounds, 0.086% hits; inhibition, % at 12.6 µM;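 active = mean inhibition across replicates of 30% or more, regardless of how many single replicates reach that level; inconclusive = mean under 30% yet at least half of replicates reach 30%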;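 note: positive control wells lacked labelled fibronectin entirely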
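Material: AH1F fibroblast monolayer depositing Alexa488-labelled fibronectin into matrix | Input: 10000 AH1F cells/well | Medium: DMEM plus 2% serum, read in PBS | Reagent: Alexa488-fibronectin, 24 nM final in well | Compound dosing: One dose per compound, pinned | Schedule: 1 h adhesion, overnight exposure | Measured by: Fluorescence at 485 nm excitation, 525 nm emission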
Xi reactivation: X-chromosome reactivation activator. XiGFP mouse fibroblasts, % GFP-positive cells imaging, 3 d; cells co-treated with 5-aza-dC sensitizer; scaled so ellipticine positive control = 100%. activation, % at 7.58 µM. 360,000 compounds, 0.055% hits. AID 743238;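 active = mean normalized replicate activation at least 10% and every replicate at or above 10%; inconclusive = only one of the two criteria met; inactive = mean below 10% and not all replicates reach 10%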;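 note: 0% = median of on-plate neutral control wells and 100% = ellipticine 6 µM median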
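System: 68-5-11 XiGFP fibroblast line | Buffer or medium: DMEM containing 5-aza-dC | Compound: Single point | Times: Compounds 3 days, fix/stain 15 min at room temperature | Benchmarks: Positive control ellipticine, 6 µM final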
E-selectin induc: E-selectin induction on HUVECs; P16581; HUVEC E-selectin immunofluorescence imaging; normalized: neutral wells 0, TNF-alpha wells 100; activation, % at 7.58 µM; 260,000 compounds, 0.37% hits;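 active = mean E-selectin-positive cell signal at least 10% of the positive control, reached in at least 60% of replicates, without over 20% cell loss; inconclusive = no rule given, readout overlaps actives, possibly toxicity-flagged; inactive = the rest, including those meeting only one limit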;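 note: in these data hits start at about 27%; measured in HUVEC primary endothelial cells; signal is the percent of cells scored E-selectin positive by PE staining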
Target sequence (P16581 whole entry, looked up): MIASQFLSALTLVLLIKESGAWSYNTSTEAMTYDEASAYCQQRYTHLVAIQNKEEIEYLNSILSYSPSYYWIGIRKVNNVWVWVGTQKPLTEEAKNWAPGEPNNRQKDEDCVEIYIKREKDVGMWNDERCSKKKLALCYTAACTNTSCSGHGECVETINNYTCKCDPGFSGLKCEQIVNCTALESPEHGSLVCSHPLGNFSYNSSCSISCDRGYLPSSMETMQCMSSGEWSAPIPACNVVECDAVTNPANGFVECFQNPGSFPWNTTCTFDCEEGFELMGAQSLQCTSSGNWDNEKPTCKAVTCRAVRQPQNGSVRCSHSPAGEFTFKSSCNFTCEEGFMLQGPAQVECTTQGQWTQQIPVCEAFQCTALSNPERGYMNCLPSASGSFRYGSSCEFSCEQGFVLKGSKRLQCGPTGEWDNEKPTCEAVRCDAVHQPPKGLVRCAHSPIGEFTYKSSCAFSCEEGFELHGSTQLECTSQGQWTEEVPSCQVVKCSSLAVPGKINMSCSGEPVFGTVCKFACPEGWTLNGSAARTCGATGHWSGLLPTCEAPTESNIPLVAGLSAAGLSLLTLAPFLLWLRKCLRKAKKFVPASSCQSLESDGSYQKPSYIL
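Test system: HUVEC; input: 3,000 HUVEC/well; measured by: immunofluorescence imaging; read-out: % PE-positive cells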
esBAF inh: SWI/SNF esBAF complex inhibition. mouse ES cells, Bmi1-luciferase knock-in reporter, 24 h; 100% = twice the neutral-well signal. reporter increase, % at 12.5 µM. 350,000 compounds, 2% hits. AID 602393; in the data active = activation above about 40%; inconclusive = no clear call, values can overlap the other calls;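 note: 0% = median of the plate's neutral control wells and 100% = double that signal; a rise in the Bmi1 reporter signal indicates esBAF inhibition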
RAD52 inh: inhibitors of human RAD52 DNA annealing | inhibition, % at 18.7 µM | AID 651710 | 360,000 compounds, 0.46% hits | recombinant RAD52 DNA annealing, FRET fluorescence;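 active = every replicate showing at least 50% inhibition; inconclusive = mean inhibition at least 50% but not in every replicate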
Target sequence (P43351 whole entry, looked up): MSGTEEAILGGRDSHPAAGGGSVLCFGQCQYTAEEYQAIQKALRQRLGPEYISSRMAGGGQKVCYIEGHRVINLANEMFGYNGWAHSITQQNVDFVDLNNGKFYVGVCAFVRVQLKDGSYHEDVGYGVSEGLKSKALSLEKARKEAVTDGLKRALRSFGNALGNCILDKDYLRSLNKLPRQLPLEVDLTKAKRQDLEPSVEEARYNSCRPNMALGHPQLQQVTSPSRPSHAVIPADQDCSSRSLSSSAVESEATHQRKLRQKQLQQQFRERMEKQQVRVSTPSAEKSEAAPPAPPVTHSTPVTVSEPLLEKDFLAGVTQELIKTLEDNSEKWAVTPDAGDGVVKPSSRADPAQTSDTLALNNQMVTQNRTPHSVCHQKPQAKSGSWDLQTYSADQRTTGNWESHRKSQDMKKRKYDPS
RAD54 branch: inhibitors of human RAD54 branch migration | Q92698 | RAD54 Holliday junction branch migration, FAM/BHQ fluorescence | inhibition, % at 10.4 µM | 360,000 compounds, 0.14% hits | AID 602329;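 active = mean normalized replicate activity at least 40 and at least half of replicates scoring 40 or more; inconclusive = only one of the two criteria met; inactive = mean below 40 and under half of replicates reaching 40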;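 note: 0% = median of neutral control wells and 100% = median of positive control wells; inhibitors cause a drop in the FAM fluorescence signal; in these data hits start at about 50%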
Active calls of the source: *; ? = inconclusive; . = no result given.

SMILES	S100A4 MyoIIA	EWS-Fli inh	FN deposit inh	Xi reactivation	E-selectin induc	esBAF inh	RAD52 inh	RAD54 branch
Cc1occc1C(=O)NNS(=O)(=O)c1ccc(Cl)cc1	-4	.	2	0.1	0.0	.	-13	11
C=CCn1c(=O)/c(=C/c2ccc(F)cc2)s/c1=C(\C#N)c1nnc2n1CCCCC2	-5	.	.	.	.	2	-48	-15
O=C(c1ccc(F)cc1)N1CCCCN2[C@@H](CO)[C@@H](c3ccc(/C=C/c4ccccc4)cc3)[C@@H]2C1	2	18	.	-0.1	0.7	9	-43	-2
CCC(NC(=O)c1cc(COc2ccc(C)nc2)on1)c1ccc(C)cc1 (configuration not stated)	0	.	5	0.1	0.0	3	-13	4
COC(=O)/C(C#N)=C(/Nc1ccc(F)c(Cl)c1)C(F)(F)F	17	-2	-14	0.4	0.0	.	-12	-9
Cc1sc(NC(=O)c2ccc3ncsc3c2)c(C(N)=O)c1C	1	-84	-2	0.0	-1.8	36	-48	-2
CCOc1ccc2cc(C3CC(c4ccco4)=NN3S(C)(=O)=O)c(=O)[nH]c2c1 (configuration not stated)	-1	4	0	-0.2	0.4	.	-33	-3
CCCC[C@@H]1C=C(C(=O)O)[C@H](c2ccc3c(c2)OCO3)N1S(=O)(=O)c1ccc(C)cc1	10	0	0	0.6	0.3	1	-18	-6
Cc1cccc(C)c1NC(=O)C(c1cccc([N+](=O)[O-])c1)N(C)C(=O)c1ccccn1 (configuration not stated)	.	.	15	0.2	.	2	.	-3
CC(C)c1c(C(=O)N/N=C/c2cccnc2)nnn1-c1nonc1N	4	-9	2	0.1	.	6	-10	-7
COc1ccc(C(=O)Nc2nc(C)c3cc4c(cc3n2)OCO4)cc1	-2	-7	-1	0.0	.	6	-13	-4
COC(=O)c1cc(C)sc1NC(=S)N1CCN(CCc2ccccc2)CC1	1	-3	-3	0.0	-0.2	-3	-20	-5
N#CCC(=O)Nc1ccc(C(=O)Nc2cccc(S(N)(=O)=O)c2)cc1	-5	6	-6	-0.1	-0.8	-2	-32	-9
C=CCn1c(NCc2ccc(OC)cc2O)nc2ccccc21	3	-80	7	0.0	.	61*	-5	7
Cc1ccc(S(=O)(=O)N2CCN(S(=O)(=O)N3CCCCCC3)CC2)cc1	3	-2	1	0.0	-0.7	.	-12	.
COc1ccc(CNC(=O)C[C@H]2C[C@H]3c4cc(NC(=O)CC5CC5)ccc4O[C@H]3[C@@H](CO)O2)cc1	.	9	0	0.1	-0.3	-4	.	-13
Cc1ccc(NC(=O)c2cc(S(=O)(=O)N(C)C)ccc2N2CCCC2)cc1S(=O)(=O)N(C)C	-5	20	6	-0.8	-1.5	-6	-25	.
Cc1nn(CC#N)c(=O)n1-c1ccc(Cl)cc1	5	3	-1	-0.1	2.9	.	-12	.
CCCNC(=O)C[C@@H]1CC[C@@H]2[C@H](COC[C@H](O)CN2S(=O)(=O)c2ccc(Oc3ccccc3)cc2)O1	1	-6	-5	-0.1	-0.1	-10	3	6
Cc1noc(C)c1NC(=O)N(C)C[C@@H]1Oc2ccc(NC(=O)NC(C)C)cc2C(=O)N([C@@H](C)CO)C[C@@H]1C	-2	-10	.	-0.4	0.6	-4	-5	0
O=C(NCc1ccco1)c1c(F)c(F)c(F)c(C(=O)NCc2ccco2)c1F	1	11	6	0.0	-3.2	-11	-15	1
CC1CN(C(=O)N2c3ccccc3Sc3ccccc32)CC(C)O1 (configuration not stated)	.	.	-5	0.0	-0.1	-11	.	7
Cc1ccc(Cl)cc1N1CCN(C(=O)Cc2csc(Nc3nc(=S)[nH]c4ccccc34)n2)CC1	-1	33	-3	0.3	0.1	.	-25	.
Cc1ccc(C)c(OCC(=O)NNC(=O)CSC(=S)N2CCCC2)c1	-6	-3	0	0.0	0.3	-1	-22	.
COc1cccc(-c2nc(N3CCCC3)c3ccccc3n2)c1O	-4	1	-6	0.1	0.1	10	2	-11
The list continues:
SMILES	S100A4 MyoIIA	EWS-Fli inh	FN deposit inh	Xi reactivation	E-selectin induc	esBAF inh	RAD52 inh	RAD54 branch
COc1ccc(C2OC(CCc3ccccc3)CC3=C2C(=O)OC(C)(C)O3)cc1 (configuration not stated)	-2	-7	-4	0.1	0.0	-6	1	-3
CC(SCc1ccccc1)C(=O)Nc1ccccc1F (configuration not stated)	0	-10	-11	0.0	.	1	-18	0
O=C(CCN1C(=O)CSc2ccccc21)Nc1cccc(C(F)(F)F)c1	-6	-1	0	0.1	-0.4	1	5	4
CNC[C@@H]1Oc2ccc(NC(=O)CCN3CCOCC3)cc2CC(=O)N([C@H](C)CO)C[C@@H]1C	-18	-6	.	.	.	-1	-5	4
CN(C(=O)Cn1cc(C(F)(F)F)ccc1=O)c1c(N)n(Cc2ccccc2)c(=O)[nH]c1=O	9	5	-3	0.5	?	-5	-15	4
COc1ccc(CNc2cc(C)nc3ccc(OC)cc23)cc1	-3	33	3	0.1	.	-3	8	14
COc1ccc(S(=O)(=O)NCC(c2ccc3c(c2)OCO3)N2CCOCC2)cc1 (configuration not stated)	-1	0	2	-0.1	0.8	.	-5	0
O=C(c1cccnc1)N1CC(=O)N2[C@H](C1)[C@@H](c1ccc(C#CCC3CCCC3)cc1)[C@@H]2CO	1	0	.	0.1	-0.4	.	-2	.
C=C(C)CN(CC)C(=O)CSc1nc(O)cc(=O)n1C1CCCC1	-4	14	15	0.4	1.5	.	-24	.
Cc1cc(N=Nc2ccc3ccccc3c2)ccc1O	3	-21	0	1.1	.	4	26	5
C[C@H](CO)N1C[C@H](C)[C@H](CN(C)Cc2ccc3c(c2)OCO3)Oc2ccc(NS(C)(=O)=O)cc2CC1=O	1	-4	-8	-1.0	0.0	-4	4	-1
CCCN1C[C@@H](C)[C@@H](OC)CN(C)C(=O)c2cc(NS(C)(=O)=O)ccc2OC[C@@H]1C	.	2	-5	0.0	0.0	-6	.	-17
Cc1ccc(F)cc1C(=O)N1CCCC(c2cc(C(=O)NCc3ccc(F)cc3)no2)C1 (configuration not stated)	6	0	.	0.1	-0.1	1	-53	14
C[C@@H](NC(=O)C[C@@H]1C=C[C@H](NC(=O)Cc2ccccn2)[C@H](CO)O1)c1ccccc1	4	.	-3	0.0	0.0	-7	-49	0
CCOC(=O)c1cc2c(nc1C)-c1cc(Cl)cc(Cl)c1OC2O (configuration not stated)	-6	0	-14	1.7	-0.1	0	-9	-16
CCCNc1nc2c(c(=O)[nH]c(=O)n2C)n1Cc1ccc(F)cc1	-2	5	-4	0.0	-0.6	-1	-9	-10
NC(=O)c1cc([N+](=O)[O-])ccc1NCCc1ccccc1	4	-29	-9	0.0	.	14	-4	4
CC(=O)N/C(=C\c1ccccc1)C(=O)OC(C)C(=O)Nc1ccccc1F (configuration not stated)	-3	7	-2	0.4	1.1	-10	-9	-1
O=C1CC(c2ccc(F)cc2)Cc2nc(NCC3CCCO3)ncc21 (configuration not stated)	-13	.	-3	.	.	-2	.	3
O=C(NCc1ccc2c(c1)OCO2)c1cc(=O)[nH]c2ccccc12	0	4	14	-0.1	-0.6	-9	-19	3
Cc1ccc(S(=O)(=O)N2CCCCC2)cc1C(=O)NCCN1CCOCC1	1	-3	-2	0.3	.	-4	-11	-5
CCn1cc(C2=NOC(C(=O)Nc3c(C)nn(Cc4ccc(F)cc4)c3C)C2)c(C)n1 (configuration not stated)	-2	5	6	0.0	0.0	4	-3	-16
C/C(=N\NC(=O)CNC(=O)c1ccco1)c1ccc(Br)cc1	40	-8	-2	0.4	0.2	-9	-7	-7
Cc1noc(C)c1NC(=O)N[C@H]1C=C[C@H](CC(=O)NCc2ccc(Cl)c(Cl)c2)O[C@@H]1CO	-11	-3	-8	-0.2	-0.4	-2	-4	-1
CCn1nc(C(=O)OCC(=O)NC(C)C)c2ccccc2c1=O	0	8	3	-0.1	.	.	-11	.
The results go on:
SMILES	S100A4 MyoIIA	EWS-Fli inh	FN deposit inh	Xi reactivation	E-selectin induc	esBAF inh	RAD52 inh	RAD54 branch
COC(=O)C[C@@H]1CC[C@H]2[C@H](COc3ccc(NC(=O)Nc4cccc(Cl)c4)cc3C(=O)N2C)O1	-5	?	-25	0.3	0.1	3	-30	-7
C[C@@H](c1ccccc1)N1C[C@H](COCc2ccccc2)Oc2cc(N3CC[C@H](N(C)C)C3)ccc2S1(=O)=O	-5	14	2	0.0	-0.2	.	52*	.
COC(=O)c1ccc2c(=O)[nH]c(COC(=O)c3cccc(S(=O)(=O)N4CCOCC4)c3)nc2c1	-5	0	3	0.2	.	-5	-24	8
O=C(C[C@H]1C[C@@H]2c3cc(NC(=O)NC4CCCC4)ccc3O[C@@H]2[C@@H](CO)O1)NCc1ccccc1F	-3	-4	-23	0.0	1.7	2	-14	-4
Cc1nnc(NC(=O)c2ccc3c(c2)C(=O)N(CC2CCCO2)C3=O)s1 (configuration not stated)	4	0	.	.	.	8	-3	7
CCOC(=O)c1c(C2CC2)csc1NC(=O)COC(=O)c1cnc(Cl)c(Cl)c1	-1	-9	-3	-0.1	.	.	2	.
O=C(COc1ccc(Cl)cc1)NCCCNC(=O)c1ccccn1	-3	4	0	0.2	3.5	-1	-9	-10
CCOC(=O)c1csc(COc2ccccc2Cl)n1	-2	-16	-7	0.1	0.0	.	-2	.
N#Cc1cccc(-c2ccc3c(c2)[C@H]2[C@H](CCN2C(=O)c2ccc4c(c2)OCO4)[C@H](CO)N3)c1	-1	17	-8	-0.1	-0.5	-5	-95	6

Among those listed so far, two contain a nitro group on carbon:
SMILES	S100A4 MyoIIA	EWS-Fli inh	FN deposit inh	Xi reactivation	E-selectin induc	esBAF inh	RAD52 inh	RAD54 branch
Cc1cccc(C)c1NC(=O)C(c1cccc([N+](=O)[O-])c1)N(C)C(=O)c1ccccn1 (configuration not stated)	.	.	15	0.2	.	2	.	-3
NC(=O)c1cc([N+](=O)[O-])ccc1NCCc1ccccc1	4	-29	-9	0.0	.	14	-4	4

Profiles as entered above. Values in the order: S100A4 MyoIIA	EWS-Fli inh	FN deposit inh	Xi reactivation	E-selectin induc	esBAF inh	RAD52 inh	RAD54 branch
COC(=O)c1ccc2c(=O)[nH]c(COC(=O)c3cccc(S(=O)(=O)N4CCOCC4)c3)nc2c1 reads -5	0	3	0.2	.	-5	-24	8
O=C(C[C@H]1C[C@@H]2c3cc(NC(=O)NC4CCCC4)ccc3O[C@@H]2[C@@H](CO)O1)NCc1ccccc1F reads -3	-4	-23	0.0	1.7	2	-14	-4
COC(=O)C[C@@H]1CC[C@H]2[C@H](COc3ccc(NC(=O)Nc4cccc(Cl)c4)cc3C(=O)N2C)O1 reads -5	?	-25	0.3	0.1	3	-30	-7
O=C(COc1ccc(Cl)cc1)NCCCNC(=O)c1ccccn1 reads -3	4	0	0.2	3.5	-1	-9	-10
C[C@@H](c1ccccc1)N1C[C@H](COCc2ccccc2)Oc2cc(N3CC[C@H](N(C)C)C3)ccc2S1(=O)=O reads -5	14	2	0.0	-0.2	.	52*	.
